Screening data from PubChem BioAssay.
PGE2 EP2 inh: blocks the human prostaglandin E2 receptor EP2 | P43116 | 260,000 tested, 0.52% active | inhibition, % at 25 µM | AID 1422 | C6 glioma cells expressing human EP2, cAMP TR-FRET; cells stimulated with saturating PGE2;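 active means percent inhibition above 40 after rounding to a whole number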;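 further: rat C6 glioma host cells with rolipram phosphodiesterase inhibitor present; the protocol text gives 20 µM as final concentration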
NPY1 pot ag: potentiates or activates human NPY-Y1 receptor. NPY-Y1 expressing cells, potentiator/agonist activation. activation, % at 3.6 µM. 220,000 tested, 0.37% active. AID 1304; in the data active means activation above about 33%, passing the limit was not always enough;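 further: cells stimulated with NPY at EC10 then isoproterenol at EC100; 0% = low agonist plus stimulus and 100% = saturating agonist plus stimulus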
Target sequence (P25929 whole entry, looked up): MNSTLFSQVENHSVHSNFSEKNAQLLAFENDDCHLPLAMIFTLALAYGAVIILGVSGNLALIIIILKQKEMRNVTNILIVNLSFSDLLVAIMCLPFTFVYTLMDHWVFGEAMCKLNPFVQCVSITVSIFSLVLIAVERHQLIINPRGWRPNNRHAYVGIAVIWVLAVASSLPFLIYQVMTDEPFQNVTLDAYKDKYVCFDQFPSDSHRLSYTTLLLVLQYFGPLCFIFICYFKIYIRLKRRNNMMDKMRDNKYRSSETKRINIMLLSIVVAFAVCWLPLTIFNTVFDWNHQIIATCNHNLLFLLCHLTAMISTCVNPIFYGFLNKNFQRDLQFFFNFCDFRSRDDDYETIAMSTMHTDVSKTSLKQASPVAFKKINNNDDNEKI
PPC-1+TRAIL kill: compounds killing PPC-1 cancer cells with TRAIL present (potentiator screen, no TRAIL-free arm) | PPC-1 cells + TRAIL, ATPLite viability luminescence | cell killing (% activity), % at 4 µM | 220,000 tested, 0.41% active;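 active means cell killing above 50% in the first pass at 4 µM, then a duplicate retest at 5 µM averaging 50% or more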;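 further: plate controls were cells with TRAIL plus DMSO for no effect and medium-only wells lacking cells for full effect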
NPY-Y1 antag: blocks the human neuropeptide Y Y1 receptor. HEK293-CNG Y1 cells, membrane potential fluorescence; NPY at EC95, then isoproterenol. inhibition, % at 3.6 µM. 200,000 tested, 1% active. P25929;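 active means inhibition above the campaign mean inhibition of all tested compounds plus 3 SD, cut at about 20% in these data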;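 further: 0% = DMSO wells given NPY plus isoproterenol and 100% = isoproterenol alone without NPY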
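material = HEK293 cells with Y1 receptor plus CNG channel | also added = NPY 25 nM then isoproterenol 1 µM plus Ro 20-1724 25 µM | schedule = dye 3 h, compound 60 min room temperature, stimulation 45 min | measured by = membrane potential fluorescence | benchmarks = high control isoproterenol alone, low control NPY with isoproterenol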
14-3-3 Bad inh: disrupts binding of bovine 14-3-3 zeta to phospho-Bad peptide; 220,000 tested, 0.71% active; TR-FRET 14-3-3zeta/Dy647-pBad peptide displacement, 1 h; AID 781; inhibition, % at 21.7 µM; P63103;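 active means inhibition above about 70%, limit read from the data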;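 further: 0% = full 14-3-3 plus peptide FRET controls and 100% = background without 14-3-3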
TRPML3 agonist: agonists of human TRPML3 channel; Q8TDD5; HEK293 TRPML3-YFP, Fluo-8 calcium fluorescence; 100% = the carbachol control signal; activation, % at 3 µM; 220,000 tested, 0.29% active; AID 1448;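 active means activation above its plate's cutoff, the mean activation of the plate's test wells plus 3 SD, cut at about 12% in these data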;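 further: 0% = DMSO only wells and 100% = carbachol wells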
Target sequence (Q8TDD5 whole entry, looked up): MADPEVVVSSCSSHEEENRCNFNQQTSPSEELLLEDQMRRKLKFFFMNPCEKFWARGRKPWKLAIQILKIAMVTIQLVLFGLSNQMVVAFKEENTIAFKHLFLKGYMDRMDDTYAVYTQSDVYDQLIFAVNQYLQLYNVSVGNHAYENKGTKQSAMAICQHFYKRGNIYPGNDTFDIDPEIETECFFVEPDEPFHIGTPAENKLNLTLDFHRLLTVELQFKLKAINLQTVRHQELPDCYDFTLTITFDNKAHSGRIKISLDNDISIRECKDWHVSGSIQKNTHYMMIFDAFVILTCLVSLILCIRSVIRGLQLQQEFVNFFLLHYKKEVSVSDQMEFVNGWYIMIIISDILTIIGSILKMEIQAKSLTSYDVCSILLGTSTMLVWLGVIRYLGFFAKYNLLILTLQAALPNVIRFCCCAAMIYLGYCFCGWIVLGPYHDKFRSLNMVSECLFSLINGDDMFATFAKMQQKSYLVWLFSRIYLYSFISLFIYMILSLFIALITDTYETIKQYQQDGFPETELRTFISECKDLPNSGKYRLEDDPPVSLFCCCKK
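Material: TRPML3-YFP stable HEK293 cells | Dosing: One concentration, 3 µM nominal, 0.3% DMSO | Timing: 125 s total fluorescence read per well | Technique: Fluo-8 calcium dye fluorescence, ex 470-495, em 515-575 nm | Measure: Percent activation from peak-to-basal fluorescence ratio, scaled between DMSO and carbachol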
TRPN1 ag: zebrafish TRPN1 (NompC) channel agonism; HEK293 zebrafish TRPN1-YFP, Fluo-8 calcium fluorescence; 100% = response to 87 µM carbachol; activation, % at 3 µM; 220,000 tested, 0.18% active;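 active means activation above its plate's cutoff, the mean activation of test wells on that plate plus 3 SD, cut at about 19% in these data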;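 further: 0% = DMSO alone and 100% = 87 µM carbachol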
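Material – zebrafish TRPN1-YFP in HEK293 cells · Doses – 3 µM single point · Schedule – dye 1 h 37 °C plus 30 min RT · Signal – Fluo-8 calcium fluorescence, excitation 470-495 nm, emission 515-575 nm · Read-out – % activation versus carbachol response · Control set – carbachol high, DMSO low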
CHOP inh: CHOP inhibition in unfolded protein response; CHO-K1 CHOP-promoter luciferase, tunicamycin-induced, 15-18 h; 220,000 tested, 3.8% active; inhibition, % at 10 µM;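 active means compounds that reduced the stress-induced luciferase reporter signal by more than about 70% of percent inhibition, limit read from the data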;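 further: 0% = tunicamycin plus vehicle and 100% = wells without tunicamycin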
EP2 mod: EP2 receptor (human) modulation; P43116; EP2-expressing cells, cAMP HTRF FRET, PGE2 co-stimulation; induction, % at 25 µM; 260,000 tested, 0.83% active; AID 940;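 active means compounds whose cAMP rise, as percent of the full-agonist control response, exceeds 60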;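 further: rat C6 glioma line stably carrying human EP2 under a CMV promoter; the protocol text gives 20 µM as final concentration; 100% = response of wells given 1 µM PGE2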
Numbers without * were called inactive; x = no result given; & = joins results of further samples; [ ] = another dose, or the depositor's remark.

SMILES	PGE2 EP2 inh	NPY1 pot ag	PPC-1+TRAIL kill	NPY-Y1 antag	14-3-3 Bad inh	TRPML3 agonist	TRPN1 ag	CHOP inh	EP2 mod
Cc1ccc(S(=O)(=O)N2CCC(C(=O)O)CC2)cc1C(=O)O	8	-2	12	-4	8[fluorescence artefact?]	0.9	1.7	-21	38
O=C(O)c1ccc(-n2cccn2)nc1	6	1	25	2	-20	1.3	0.9	10	45
C=CCn1c(-c2ccc(OC)c(OC)c2)n[nH]c1=S	10	-11	x	0	-20	1.0	1.5	3	-1
CCOC(=O)C(C)Sc1nc2ccccc2c(=O)n1CC (centres undefined)	9	-1	10	9	8	-1.5	-1.3	24	36
CCc1c(C)nc(SCC(=O)CC(=O)OC(C)C)c(C#N)c1C	8	4	12	3	-1	1.6	-1.4	4	36
Cc1ccc(C)c(C(=O)O/N=C(\N)c2ccc(Br)cc2)c1	3	-30	-17	2	-1[fluorescence artefact?]	0.3	2.7	23	-7
Cc1occc1C(=O)NNC(=O)C1CCCCC1	4	-2	15	3	3	1.4	1.3	-1	23
N#Cc1c(N)c(C(=O)c2ccc(Cl)cc2)n2c1CCC2	8	5	13	2	-24	-0.1	-0.9	29	19
COc1ccc(NC(=O)CNS(=O)(=O)c2ccc(Cl)cc2)cc1	10	6	18	1	-7[fluorescence artefact?]	0.3	-0.9	28	-5
O=C(CCCOc1ccc(Cl)cc1Cl)N1CCCc2ccccc21	12	-1	0	13	7	0.3	-0.1	58	22
Cc1ccc(-c2nnc(SCC(N)=O)n2C)cc1	3&7	7	8	-1	-9	0.3	0.9	-19	-18&2
COc1ccc(/C=N/NC(=O)c2ccc3nc[nH]c3c2)c(OC)c1OC	11	22	7	x	3	0.9	1.4	-11	-3
O=C(c1ccccc1)c1ccccc1C(=O)N1CCOCC1	9	-6	-26	-1	8	0.2	0.0	46	3
CCc1ccc(-c2nnn(Cc3nn[nH]n3)n2)cc1	6&2	-14	-25	3	8[fluorescence artefact?]	0.8	2.8	-4	16&3
O=C(N/N=C/c1ccc(OCc2ccccc2)cc1)c1ccncc1	9	-29	3	-2	-1	1.0	0.0	-30	-13
CCOc1cc(/C=C2\NC(=O)NC2=O)cc([N+](=O)[O-])c1O	0	17	10	x	4	-0.1	1.6	7	-5
Cc1nn(CCC(=O)NNC(=S)Nc2ccc(F)cc2)c(C)c1Br	4	2	6	2	-11	0.9	0.0	-6	12
COc1ccc(Cl)cc1-c1nc(-c2ccc(NC(=O)c3cccs3)cc2)no1	8	-18	23	-4	40	1.0	0.4	-1	-8
Cc1onc(-c2ccccc2)c1C(=O)N1CCc2ccccc21	8	7	0	1	-1	-0.7	-2.7	35	29
CC(C)Oc1cccc(C(=O)C2CCCN(Cc3cccn3-c3cccnc3)C2)c1 (centres undefined)	5	-18	-10	x	-4	0.2	-0.2	17	-22
O=C(Nc1ccc(N2CCOCC2)c(Cl)c1)c1cccnc1	13	3	8	-1	-10[fluorescence artefact?]	0.4	1.7	-12	-2
Cc1ccc(NC(=S)NNC(=S)NC2CCCCC2)cc1	11	7	4	3	-12	-1.1	-0.5	18	-38
COc1ccc(C(=O)c2cc([N+](=O)[O-])ccc2N2CCCC2)cc1	7	16	-10	5	2[fluorescence artefact?]	-1.0	-2.3	31	5
COc1ccc(/C=N/N=C2\SCC(=O)N2c2c(C)n(C)n(-c3ccccc3)c2=O)cc1OC	4	6	7	2	4[fluorescence artefact?]	0.4	2.1	22	9

13 entries already listed, arranged by formula weight, ascending.
SMILES	PGE2 EP2 inh	NPY1 pot ag	PPC-1+TRAIL kill	NPY-Y1 antag	14-3-3 Bad inh	TRPML3 agonist	TRPN1 ag	CHOP inh	EP2 mod
CCc1ccc(-c2nnn(Cc3nn[nH]n3)n2)cc1	6&2	-14	-25	3	8[fluorescence artefact?]	0.8	2.8	-4	16&3
Cc1ccc(-c2nnc(SCC(N)=O)n2C)cc1	3&7	7	8	-1	-9	0.3	0.9	-19	-18&2
CCOc1cc(/C=C2\NC(=O)NC2=O)cc([N+](=O)[O-])c1O	0	17	10	x	4	-0.1	1.6	7	-5
O=C(c1ccccc1)c1ccccc1C(=O)N1CCOCC1	9	-6	-26	-1	8	0.2	0.0	46	3
Cc1onc(-c2ccccc2)c1C(=O)N1CCc2ccccc21	8	7	0	1	-1	-0.7	-2.7	35	29
O=C(Nc1ccc(N2CCOCC2)c(Cl)c1)c1cccnc1	13	3	8	-1	-10[fluorescence artefact?]	0.4	1.7	-12	-2
Cc1ccc(NC(=S)NNC(=S)NC2CCCCC2)cc1	11	7	4	3	-12	-1.1	-0.5	18	-38
O=C(N/N=C/c1ccc(OCc2ccccc2)cc1)c1ccncc1	9	-29	3	-2	-1	1.0	0.0	-30	-13
COc1ccc(/C=N/NC(=O)c2ccc3nc[nH]c3c2)c(OC)c1OC	11	22	7	x	3	0.9	1.4	-11	-3
CC(C)Oc1cccc(C(=O)C2CCCN(Cc3cccn3-c3cccnc3)C2)c1 (centres undefined)	5	-18	-10	x	-4	0.2	-0.2	17	-22
COc1ccc(Cl)cc1-c1nc(-c2ccc(NC(=O)c3cccs3)cc2)no1	8	-18	23	-4	40	1.0	0.4	-1	-8
Cc1nn(CCC(=O)NNC(=S)Nc2ccc(F)cc2)c(C)c1Br	4	2	6	2	-11	0.9	0.0	-6	12
COc1ccc(/C=N/N=C2\SCC(=O)N2c2c(C)n(C)n(-c3ccccc3)c2=O)cc1OC	4	6	7	2	4[fluorescence artefact?]	0.4	2.1	22	9

Next part.
SMILES	PGE2 EP2 inh	NPY1 pot ag	PPC-1+TRAIL kill	NPY-Y1 antag	14-3-3 Bad inh	TRPML3 agonist	TRPN1 ag	CHOP inh	EP2 mod
Cc1cccc(NC(=O)CNC(=O)COc2ccc(-c3ccc(C#N)cc3)cc2)c1C	10	-22	13	-3	19	0.0	0.6	58	0
COc1ccccc1CNC(=O)CN(c1cccc([N+](=O)[O-])c1)S(C)(=O)=O	12	8	6	-1	-6	0.2	-1.2	11	8
CC1=NN(C(=O)c2ccoc2C)C(O)(C(F)(F)F)C1 (centres undefined)	2	-3	12	x	-4	1.0	-0.9	7	-32
Cc1ccc(S(=O)(=O)Nc2cc(-c3ccccc3)nn2C)cc1	2	-13	6	x	9	-1.3	-2.0	6	-12
COc1ccc(OC)c(CNC(=O)Cc2c(C(=O)O)[nH]c3ccccc23)c1	4	64*	18	-6	1	0.6	-1.1	2	16
CC(C)Cc1ccc(C(C)NC(=O)c2ccc(=O)[nH]c2)cc1 (centres undefined)	9	10	8	-1	-10	10	18	9	-73
CCCc1cc(C(=O)N2CCCC(C(=O)c3cccc4ccccc34)C2)n(C)n1 (centres undefined)	4	-3	-2	4	-6	1.0	1.4	-1	-17
COc1cccc(N2CCN(CC(=O)NC3=Nc4ccccc4N=C(C)C3c3ccccc3)CC2)c1 (centres undefined)	4	0	13	x	1	1.0	0.2	-5	25
O=C(O)CCCNc1c(C(=O)Nc2ccc(Cl)cc2)cc([N+](=O)[O-])cc1[N+](=O)[O-]	5	11	12	3	-8	0.6	1.4	12	-8
COc1ccc(NC(=O)c2ccc(C(=O)c3ccccc3)o2)cc1	10	3	15	-5	-22	0.9	4.4	2	-39
Cc1nn(Cc2ccc(F)cc2)c(Cl)c1/C=N/NC(=O)c1ccccc1	6	-1	12	1	-16	0.1	-0.1	14	-52
Cc1cc2nc3c(c(=O)n2[nH]1)CCCC3	16	-2	-1	7	2	0.8	0.1	12	-34
CCn1c(=N)n(CC(O)COc2cccc(C)c2)c2ccccc21 (centres undefined)	8	-43	0	20*	-5	-0.1	-0.9	36	1
Cc1cc2cc(C)c3nnc(SCC(=O)N4CCc5ccccc54)n3c2cc1C	2	22	18	0	57	0.8	0.4	-26	1
COc1ccc(Cn2c(=O)[nH]c3cc(C(=O)NCCCN4CCCC4)ccc3c2=O)cc1	x	-2	-7	1	-1	1.0	0.6	-9	-10
CN(C)Cc1cc(C(C)(C)C)c(O)c(C(C)(C)C)c1	8	21	-9	-8	6	0.0	0.3	-5	1
O=C(Nc1cccnc1)c1cc(-c2ccccc2)on1	20	-16	17	4	2	0.1	0.5	23	-18
COc1ccc(-n2ncc3c(N4CCCc5ccccc54)ncnc32)cc1	x	-41	23	1	-10	-0.4	-0.7	25	20
COc1ccc(-c2cc(N)n(S(=O)(=O)c3ccc(F)cc3)n2)cc1OC	12	19	12	5	4	2.3	6.6	45	-4
CSc1sc(C(=O)NNC(C)=O)c2c1C=CCC2	22	-11	16	x	-7	0.3	0.6	13	-4
Cc1ccc2c(CC(=O)OC(C)C(=O)Nc3ncc(Cl)cc3Cl)coc2c1 (centres undefined)	7	-13	1	10	9	-0.2	-1.6	25	-10
CCOC(=O)c1cc2c(=O)n3cccc(C)c3nc2n(Cc2cccnc2)c1=N	x	-27	x	8	x	1.1	1.1	x	x

Part of the list above in order of number of heavy atoms, falling:
SMILES	PGE2 EP2 inh	NPY1 pot ag	PPC-1+TRAIL kill	NPY-Y1 antag	14-3-3 Bad inh	TRPML3 agonist	TRPN1 ag	CHOP inh	EP2 mod
Cc1cc2cc(C)c3nnc(SCC(=O)N4CCc5ccccc54)n3c2cc1C	2	22	18	0	57	0.8	0.4	-26	1
COc1ccc(-n2ncc3c(N4CCCc5ccccc54)ncnc32)cc1	x	-41	23	1	-10	-0.4	-0.7	25	20
CN(C)Cc1cc(C(C)(C)C)c(O)c(C(C)(C)C)c1	8	21	-9	-8	6	0.0	0.3	-5	1

These rows are one share of the data, so the mix of outcomes need not match the whole.
